Compound activity (PubChem)
Pf gametocyte = P. falciparum stage V gametocyte viability inhibition; P. falciparum stage V gametocytes, ATP luminescence, 24 h; AID 743093; inhibition, % at 10.9 µM; 0.065% of 150,000 active;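 active = inhibition above the mean plus 3 SD of compounds within the control limits, set per campaign, cut at about 38% in these data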;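 also: 0% = DMSO wells and 100% = medium only without gametocytes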
Rac1 act GTP bind = human Rac1 activated mutant GTP binding change; 0.11% of 190,000 active; GST-Rac1 activated beads, fluorescent GTP binding, flow cytometry; actives lie on both sides; 100% means binding = to untreated wells; P63000; percent activity (GTP binding), % at 10 µM; AID 764;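 active = GTP binding at least 20 percentage points away from the 100% baseline, in either direction, so actives lie on both sides; inconclusive = Compound likely fluorescent itself, or too few beads counted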
Mcl1 Bid PPI = disrupts binding of human Mcl-1 to Bid peptide | Q07820 | TR-FRET Mcl-1/Bid-Dy647 peptide binding, 1536-well | inhibition, % at 21.7 µM | 0.97% of 220,000 active | AID 1021;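 active = compounds that cut the binding signal by more than half at the single screening dose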;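 also: His-tagged Mcl-1 with europium anti-His antibody binding Bid BH3 peptide; 0% = Mcl-1 plus peptide wells and 100% = peptide-only wells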
Target sequence (Q07820 whole entry, looked up): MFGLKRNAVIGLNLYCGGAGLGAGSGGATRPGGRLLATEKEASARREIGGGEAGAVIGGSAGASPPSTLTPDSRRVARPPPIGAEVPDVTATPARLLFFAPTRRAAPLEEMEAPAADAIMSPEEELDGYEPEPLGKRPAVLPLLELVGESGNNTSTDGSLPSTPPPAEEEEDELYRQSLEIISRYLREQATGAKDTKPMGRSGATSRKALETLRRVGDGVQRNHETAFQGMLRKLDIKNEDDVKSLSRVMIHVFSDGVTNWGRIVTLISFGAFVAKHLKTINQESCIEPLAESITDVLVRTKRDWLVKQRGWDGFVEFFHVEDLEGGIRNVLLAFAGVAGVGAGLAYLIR
Rab7 wt GTP bind = dog Rab7 wildtype GTP binding, inhibitors and activators; GST-Rab7 beads, fluorescent GTP binding, flow cytometry; actives lie on both sides; untreated = 100%, excess cold GTP = 0%; AID 758; 0.055% of 190,000 active; GTP binding activity (percent of control), % at 10 µM;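 active = fluorescent GTP binding to Rab7 beads changed by at least 20 points from the 100% baseline, either direction, mostly lower; inconclusive = compound itself probably fluorescent, or too few beads counted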;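 also: median green fluorescence of bound Bodipy-FL-GTP per Rab7 bead population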
Mcl1 Noxa PPI = disrupts binding of human Mcl-1 to Noxa peptide; 1.5% of 220,000 active; inhibition, % at 21.7 µM; TR-FRET Mcl-1/Noxa peptide binding, 2 h;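 active = compounds that cut the protein-peptide binding signal by more than 50% relative to plate controls in a single-dose test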;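 also: His-tagged Mcl-1 with rhodamine Noxa BH3 peptide and terbium anti-His antibody; 0% = Mcl-1 plus Noxa peptide wells and 100% = peptide-only wells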
Rab2A wt mod = changes GTP binding to wildtype dog Rab2A, up or down | AID 760 | GST-Rab2 wt beads, Bodipy-GTP binding, flow cytometry | P61105 | 0.19% of 190,000 active | GTP binding activity, % at 10 µM;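 active = GTP binding activity at least 20 points away from 100%, either lowered or raised; inconclusive = signal likely due to the compound's own green fluorescence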;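 also: 0% = beads with excess unlabeled GTP and 100% = no-compound control corrected for plate trend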
Rac1 wt GTP bind = modulators of human Rac1 wildtype GTP binding | AID 757 | GTP binding activity (% of control), % at 10 µM | 0.27% of 190,000 active | P63000 | GST-Rac1 beads, fluorescent GTP binding, flow cytometry; actives lie on both sides; 0 = cold GTP competed, 100 = untreated;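 active = GTP binding activity at least 20 points away from the 100% control level, either lower or higher; inconclusive = compound flagged as likely green fluorescent, judged across all proteins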
Avidin bead fluor = avidin bead compound fluorescence profile. Avidin beads, compound fluorescence 488/530 nm, flow cytometry; active compounds read high. fluorescence (KMESF) at 10 µM. 0.38% of 220,000 active. AID 1775; in the data active = fluorescence above about 47; also: inactives centre near 10
HRas wt GTP = changes GTP binding to wildtype human HRas; P01112; GST-Ras wt beads, Bodipy-FL-GTP binding, flow cytometry; actives lie on both sides; GTP binding activity, % at 10 µM; 0.14% of 190,000 active; AID 759;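 active = GTP binding activity at least 20% away from the 100% baseline, either lowered as inhibitor or raised as activator; inconclusive = flagged as likely green fluorescent, judged across all proteins in the well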;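 also: 0% = unlabeled GTP competition control and 100% = no-compound control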
Target sequence (P01112 whole entry, looked up): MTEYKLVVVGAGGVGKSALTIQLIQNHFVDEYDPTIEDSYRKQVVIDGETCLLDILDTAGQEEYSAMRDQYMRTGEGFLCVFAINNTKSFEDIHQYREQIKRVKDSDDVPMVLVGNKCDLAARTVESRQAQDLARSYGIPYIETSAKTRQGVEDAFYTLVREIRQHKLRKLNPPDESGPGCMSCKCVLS
GSH bead fluor = GSH bead compound fluorescence profile; AID 1776; fluorescence (KMESF) at 10 µM; 0.25% of 190,000 active; GSH beads flow cytometry, compound fluorescence 488/530 nm; active compounds read high; in the data active = fluorescence above about 89;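 also: glutathione beads carrying GST-tagged Bcl family fusion proteins plus one bare bead set; values are compound well signal with DMSO vehicle wells as background; inactives centre near 16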
Cdc42 wt = human Cdc42 wildtype GTP binding change, either direction. P60953. GST-Cdc42 beads, Bodipy-GTP binding, flow cytometry; actives lie on both sides. percent activity (GTP binding), % at 10 µM. 0.2% of 190,000 active;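 active = percent activity GTP binding at least 20 points away from the 100% baseline, either down as inhibitor or up as activator; inconclusive = compound flagged as likely green fluorescent from well-wide comparison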;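 also: median bead fluorescence of bound Bodipy-FL-GTP at 100 nM; 0% = excess unlabeled GTP control and 100% = no compound control; below 100% means less GTP binding so inhibitor and above means activator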
Target sequence (P60953 whole entry, looked up): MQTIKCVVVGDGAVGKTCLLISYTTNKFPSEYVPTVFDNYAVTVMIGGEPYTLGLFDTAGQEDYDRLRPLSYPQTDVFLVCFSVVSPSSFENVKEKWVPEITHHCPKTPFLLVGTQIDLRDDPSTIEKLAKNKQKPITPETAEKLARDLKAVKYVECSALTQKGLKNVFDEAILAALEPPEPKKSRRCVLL
Starred values were filed as active, the others as inactive; ? = inconclusive; / = not tested or not shown.

(1) O=C(NCc1cccc(Cl)c1)c1cc(COc2ccc3ncccc3c2)on1
(2) C=CCN=C1NN=C(c2cc(C)n(CCOC)c2C)CS1
(3) C=C(C)CN(CC)C(=O)COc1ccc(S(=O)(=O)Nc2ccc(OC)cc2)cc1
(4) CCn1c(CNC(C)=O)nnc1SCC(=O)c1ccc(Br)cc1
(5) CC(C)c1ccc2c(c1)C(c1cccs1)=NNC(c1ccncc1)=N2
(6) N#CCCN(Cc1ccccc1)C(=S)NC(=O)c1ccccc1
(7) Cc1ccc(/C=N/Nc2cccc3cccnc23)c(O)c1
(8) COc1ccc(N2CCN(C(=O)Nc3ccc(S(=O)(=O)N(C)C)cc3)CC2)cc1

Compound	1	2	3	4	5	6	7	8
Pf gametocyte	-14	2	-71	/	4	/	/	-4
Rac1 act GTP bind	91	99	99	98	99	99	99	92
Mcl1 Bid PPI	10	-46	-9	17	5	-26	-37	-37
Rab7 wt GTP bind	103	99	100	100	100	100	95	92
Mcl1 Noxa PPI	-17	34	-3	6	5	-7	19	10
Rab2A wt mod	96	99	100	102	98	100	99	94
Rac1 wt GTP bind	95	102	101	99	103	104	104	91
Avidin bead fluor	2	0	6	12	10	11	32	12
HRas wt GTP	97	100	100	101	100	100	99	95
GSH bead fluor	14	4	33	38	19	29	25	30
Cdc42 wt	95	98	100	102	95	103	101	94

(9) CN(C)C(/C=C/Nc1ccc(Br)cc1)=C(C#N)C#N
(10) O=C1CCCN1c1ccc(S(=O)(=O)Oc2cccc(Cl)c2)cc1[N+](=O)[O-]
(11) CCN1CC(CN(C)Cc2nc(-c3cccs3)no2)CC1=O (centres undefined)
(12) COc1cc2c(cc1OC)C1=NC(=O)CN1C(SCc1ccc(C)cc1)=N2
(13) O=C1COc2ccc(C(=O)NCc3ccc4c(c3)OCO4)cc2N1
(14) Cc1cc(C)nc(NC(=O)c2ccc3c(c2)OCO3)c1
(15) NS(=O)(=O)c1cc(C(=O)NCCOc2ccccc2)c(Cl)cc1Cl
(16) CC(C)CCn1nnnc1C(c1ccccc1F)N1CCC(C(N)=O)CC1 (centres undefined)

Compound	9	10	11	12	13	14	15	16
Pf gametocyte	5	/	3	-25	/	/	-5	/
Rac1 act GTP bind	97	?	99	97	99	99	97	99
Mcl1 Bid PPI	-19	-2	1	-27	-10	-13	-16	-6
Rab7 wt GTP bind	98	?	105	96	101	104	97	97
Mcl1 Noxa PPI	10	-6	6	36	-15	20	5	11
Rab2A wt mod	99	?	101	98	100	101	96	99
Rac1 wt GTP bind	100	?	100	100	100	102	105	104
Avidin bead fluor	4	17	11	13	14	8	4	16
HRas wt GTP	97	?	102	100	102	99	99	98
GSH bead fluor	10	27	11	28	24	20	6	15
Cdc42 wt	96	?	98	101	101	102	102	101

(17) CCOC(=O)c1cc(-c2ccccc2)sc1NC(=O)C(C)OC(=O)c1ccncc1 (centres undefined)
(18) Cc1ccc(-c2csc3nnc(SCC(=O)NCc4ccc5c(c4)OCO5)n23)cc1
(19) COc1cc(N2CCCC2)c(OC)cc1C=O
(20) O=C(OCC(=O)N(C1CCCCC1)C1CCCCC1)c1ccco1
(21) CCCCn1nc2cc(C(=O)NCc3ccccc3)ccc2c1OCC
(22) O=C(NNc1ccc(C(F)(F)F)cc1[N+](=O)[O-])c1ccc(NS(=O)(=O)c2ccc(F)cc2)cc1
(23) COc1cc(NC(=O)c2cccs2)c(C(=O)OCC(=O)NCc2ccccc2)cc1OC
(24) CC(=O)c1nnn(-c2ccc([N+](=O)[O-])cc2)c1C

Compound	17	18	19	20	21	22	23	24
Pf gametocyte	4	6	-11	/	9	-22	13	-11
Rac1 act GTP bind	102	97	95	98	102	98	93	95
Mcl1 Bid PPI	-6	11	-70	20	-14	-43	-8	-9
Rab7 wt GTP bind	103	99	96	98	97	103	93	104
Mcl1 Noxa PPI	27	16	7	26	13	-22	-11	-13
Rab2A wt mod	102	101	96	99	107	99	93	100
Rac1 wt GTP bind	106	100	100	101	104	103	91	100
Avidin bead fluor	2	7	8	9	8	13	6	9
HRas wt GTP	104	101	95	99	104	102	93	101
GSH bead fluor	6	24	20	12	19	9	4	13
Cdc42 wt	103	102	97	99	107	100	93	100

In the list so far, two contain a cyano group:
(6) N#CCCN(Cc1ccccc1)C(=S)NC(=O)c1ccccc1
(9) CN(C)C(/C=C/Nc1ccc(Br)cc1)=C(C#N)C#N

Compound	6	9
Pf gametocyte	/	5
Rac1 act GTP bind	99	97
Mcl1 Bid PPI	-26	-19
Rab7 wt GTP bind	100	98
Mcl1 Noxa PPI	-7	10
Rab2A wt mod	100	99
Rac1 wt GTP bind	104	100
Avidin bead fluor	11	4
HRas wt GTP	100	97
GSH bead fluor	29	10
Cdc42 wt	103	96

Carrying on.
(25) CCOC(=O)C1=C(c2ccccc2)N=C2SCC(=O)N2C1c1cccc(OC)c1 (centres undefined)
(26) CCOC(=O)CCS(=O)(=O)c1nc(-c2ccccc2)cc(C(F)(F)F)n1
(27) Cc1nc(Nc2ccc(S(N)(=O)=O)cc2)sc1C(=O)Nc1ccccc1
(28) CSc1ccc(C(=S)N2CCN(C(c3ccccc3)c3ccccc3)CC2)cc1
(29) CC(=O)/C=C(\C)Nc1ccc(-c2cnc(-c3ccccc3)o2)cc1
(30) COc1ccc(NC(C)=O)cc1NC(=O)CSc1nnc(-c2ccccn2)n1C
(31) CCC1(O)CC(C(=O)OC)=NN1C(=O)c1ccccc1 (centres undefined)
(32) O=C(Oc1ccc(/C=N/n2cnnc2)cc1)c1cccc([N+](=O)[O-])c1

Compound	25	26	27	28	29	30	31	32
Pf gametocyte	-9	/	-1	-8	-2	/	26	8
Rac1 act GTP bind	92	102	104	101	94	94	103	92
Mcl1 Bid PPI	-4	-32	-26	-75	-21	-12	-11	-50
Rab7 wt GTP bind	91	99	95	103	97	97	106	96
Mcl1 Noxa PPI	24	18	3	-14	2	9	64*	4
Rab2A wt mod	90	100	99	100	94	95	107	97
Rac1 wt GTP bind	91	106	102	106	83	99	105	96
Avidin bead fluor	42	13	8	5	11	8	10	8
HRas wt GTP	92	99	99	102	90	94	107	94
GSH bead fluor	11	26	25	60	15	40	24	14
Cdc42 wt	93	98	100	103	89	96	105	95

(33) COc1ccc(CNC(=O)CN=C2NC(=O)C(c3ccccc3)(c3ccccc3)N2)cc1
(34) CC(=O)OC(C)C(=O)NS(=O)(=O)c1ccc(C)cc1 (centres undefined)
(35) COc1cccc(N2CCN(C(=O)NC3CCCCC3)CC2)c1
(36) Nc1nc2ccccc2n1C(=O)c1cccs1
(37) COc1ccc(N(CC(=O)N/N=C/c2cccs2)S(=O)(=O)c2ccc(OC)c(OC)c2)cc1
(38) CCCCN(CC(=O)NCCOC)C(=O)Cn1nnc2ccccc21
(39) S=c1[nH]nc(Cc2ccccc2)n1-c1ccccc1
(40) CC(C)Cn1c(=O)c2ccccc2c2ccccc2c1=O

Compound	33	34	35	36	37	38	39	40
Pf gametocyte	-4	-10	/	/	-3	9	8	-26
Rac1 act GTP bind	99	98	99	95	101	99	99	97
Mcl1 Bid PPI	-30	13	94*	9	-10	-22	-48	-10
Rab7 wt GTP bind	97	102	100	93	111	96	98	97
Mcl1 Noxa PPI	-3	18	11	22	1	18	2	2
Rab2A wt mod	97	99	101	94	105	98	99	99
Rac1 wt GTP bind	102	101	103	97	101	100	101	103
Avidin bead fluor	6	23	18	17	16	6	38	13
HRas wt GTP	100	99	102	97	102	98	99	99
GSH bead fluor	11	14	32	16	22	19	15	25
Cdc42 wt	99	97	102	97	104	100	102	102

(41) CCCCCOc1ccc(C(=O)NCC(=O)NCC(=O)OCC)cc1
(42) Cc1cc(C)c(C#N)c(SCS(=O)c2ccc(C(C)(C)C)cc2)n1 (centres undefined)
(43) CCn1c(N)c(C(=O)NC)sc1=S
(44) Cc1cc(C(=O)COC(=O)c2ccco2)c(C)n1Cc1ccco1
(45) COc1cc(NC(=O)CSc2ccccc2)c(C(=O)O)cc1OC
(46) CCCOc1ccc(CN(CCC#N)C(=S)NC(=O)c2ccccc2)cc1
(47) CC(=O)N1CCN(c2ccc(C(N)=O)cc2[N+](=O)[O-])CC1
(48) CCc1cc2c(=O)nc3n(c2s1)Cc1ccccc1/C3=C(/O)c1cccc([N+](=O)[O-])c1
(49) Cn1c(=O)c2c(nc(SCC(=O)NCc3ccc4c(c3)OCO4)n2Cc2ccc(Cl)cc2)n(C)c1=O

Compound	41	42	43	44	45	46	47	48	49
Pf gametocyte	-6	/	/	/	5	-3	/	/	/
Rac1 act GTP bind	97	95	97	92	97	99	98	96	101
Mcl1 Bid PPI	-10	-26	-23	-42	8	-111	-14	-13	-12
Rab7 wt GTP bind	102	104	97	99	98	102	98	98	92
Mcl1 Noxa PPI	-2	9	10	20	11	-25	-4	-2	8
Rab2A wt mod	98	102	96	95	95	102	96	97	96
Rac1 wt GTP bind	104	101	98	94	102	102	102	95	101
Avidin bead fluor	6	15	8	9	12	10	23	11	9
HRas wt GTP	99	103	97	93	100	102	98	98	97
GSH bead fluor	35	5	87*	9	19	6	12	26	14
Cdc42 wt	100	100	100	90	101	102	98	98	98
